Screening data (PubChem BioAssay)
LANA DNA inh: inhibitors of KSHV LANA C-terminal domain DNA binding; MBP-C-LANA/FAM-LBS DNA binding, fluorescence polarization; inhibition, % at 9 µM; 340,000 compounds, 0.078% hits; AID 504423;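 active = highest replicate inhibition at or above 60% at 9 µM, even if other replicates fall short; inactive = all replicates below 60% inhibition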;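 also: 0% = neutral control wells and 100% = 4 µM acridine orange control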
CAL PDZ FP-1: inhibitors of human CAL PDZ peptide binding. Q9HD26. purified CAL PDZ, TMR-peptide fluorescence polarization, 1 h. inhibition, % at 20 µM. 330,000 compounds, 0.02% hits. AID 504414;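 active = highest replicate inhibition of at least 40%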;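 also: plate controls were DMSO neutral control wells for no effect and unlabeled competitor peptide control wells for full effect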
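material = purified tagged CAL PDZ domain construct (CerCALP) | compound dosing = 20 µM, one dose | times = 1 h at RT | measured by = fluorescence polarization from S- and P-plane intensities, G-factor corrected | read-out = inhibition from polarization loss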
Pemphigus Ab inh: blocks pemphigus antibody binding to human desmoglein-3; P32926; DSG3-coupled beads, scFv-anti-DSG3-GFP binding, flow cytometry; active compounds read low; binding (percent of control), % at 10 µM; 310,000 compounds, 0.48% hits; AID 588358;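 active = binding more than 3 SD below its plate's average and above zero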;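 also: hits lower antibody fragment binding to DSG3; some compounds called inactive have numbers as strong as hits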
V-ATPase pH: regulators of yeast V-ATPase proton transport | S. cerevisiae, pHLuorin cytosolic pH fluorescence | response, % at 10 µM | 350,000 compounds, 0.37% hits | AID 504577; in the data active = response mostly above about 7.3%, no sharp cut-off; inactive = mostly below about 5.4%; also: actives read high; inactives centre near 0; some compounds called inactive have numbers as strong as hits; reference of the scale not given here
Keap1-Nrf2 PPI: disrupts human Keap1 binding to Nrf2 peptide; Keap1 Kelch-Nrf2 peptide fluorescence polarization, 1536-well; Q14145; 340,000 compounds, 0.15% hits; inhibition, % at 9.4 µM; in the data active = inhibition above about 12%;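 also: human Keap1 Kelch domain with fluorescein labeled Nrf2 9mer peptide probe; 0% = neutral control wells and 100% = peptide positive control; higher means more block of Keap1 binding to Nrf2 peptide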
NSD2 HMT inh: blocks human histone methyltransferase NSD2; inhibition, % at 12.5 µM; NSD2 peptide methylation, AlphaScreen, 120 min; 310,000 compounds, 0.54% hits; O96028; in the data active = inhibition above about 50%
Cardiac RTF inh: cardiac RTF calcium desensitization | P19429+P45379 | IANBD-labeled cardiac RTF, Ca2+ fluorescence | inhibition, % at 7.15 µM | 340,000 compounds, 0.12% hits;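 active = inhibition above the mean inhibition of all tested compounds plus 3 SD, cut at about 17% in these data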;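 also: assay run at fixed EC70 calcium of 1.6 mM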
DAGLB inhibitor: blocks human DAGLB lipase activity; Q8NCG7; HEK293T DAGLB membrane lysate, EnzChek fluorogenic substrate; inhibition, % at 5.17 µM; 340,000 compounds, 0.059% hits; AID 504411; in the data active = inhibition above about 34%;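 also: 0% = enzyme with vehicle and 100% = wells lacking enzyme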
Target sequence (Q8NCG7 whole entry, looked up): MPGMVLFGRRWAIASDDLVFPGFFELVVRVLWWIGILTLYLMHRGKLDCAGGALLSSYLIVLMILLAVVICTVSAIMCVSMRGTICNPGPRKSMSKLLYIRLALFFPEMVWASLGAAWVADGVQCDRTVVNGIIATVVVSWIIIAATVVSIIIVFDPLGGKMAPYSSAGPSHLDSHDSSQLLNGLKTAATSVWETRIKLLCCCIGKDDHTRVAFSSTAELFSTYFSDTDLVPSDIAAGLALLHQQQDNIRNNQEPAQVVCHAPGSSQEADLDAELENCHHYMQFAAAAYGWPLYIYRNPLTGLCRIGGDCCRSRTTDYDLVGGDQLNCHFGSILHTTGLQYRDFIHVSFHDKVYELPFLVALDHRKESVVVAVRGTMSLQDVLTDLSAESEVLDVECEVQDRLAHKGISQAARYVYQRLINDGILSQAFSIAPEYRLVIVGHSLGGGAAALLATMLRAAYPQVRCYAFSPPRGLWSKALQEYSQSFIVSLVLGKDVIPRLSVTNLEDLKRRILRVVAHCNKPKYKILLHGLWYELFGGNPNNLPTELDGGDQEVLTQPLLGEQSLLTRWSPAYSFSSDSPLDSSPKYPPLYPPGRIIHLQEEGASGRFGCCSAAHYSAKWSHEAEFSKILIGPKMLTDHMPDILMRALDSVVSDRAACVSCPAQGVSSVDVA
CAL PDZ FP-2: CAL PDZ (human) peptide binding inhibition. 300,000 compounds, 0.92% hits. inhibition, % at 24.9 µM. AID 602252. purified CAL PDZ, TMR-peptide fluorescence polarization, 1 h;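 active = mean inhibition of at least 30% with at least half of replicates also reaching 30%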;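 also: 0% = DMSO neutral control and 100% = excess unlabeled competitor peptide PRC23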
Arr AP2 block: inhibitors of human beta-arrestin and AP2 interaction | FITC-arrestin peptide / GST-AP2 beads, flow cytometry; AP2 beta2 appendage carries R879A mutation | inhibition, % at 10 µM | 340,000 compounds, 0.31% hits | AID 504490;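 active = inhibition above a set limit, near 3 SD of compounds lacking own fluorescence, cut at about 54% in these data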;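 also: plate controls were DMSO wells for no effect and 5 µM unlabelled arrestin peptide for full effect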
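System: GST-AP2 R879A glutathione beads. Medium: PBS with 0.05% Tween 20 and 0.1% BSA. Also added: FITC-arrestin peptide, 50 nM. Incubation: 12 min plus 1 h, RT. Measured by: high-throughput flow cytometry of beads, ex 488, em 535 nm. Evaluation: percent drop in bead-associated FITC signal.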
The depositor's hits bear a star. A portion of the library (hit frequency here may not be typical).

`COc1ccc(-n2cnnc2SCC(=O)Nc2cccnc2Cl)cc1` gave LANA DNA inh 1.0, CAL PDZ FP-1 -0.7, Pemphigus Ab inh 98, V-ATPase pH 0, Keap1-Nrf2 PPI -2, NSD2 HMT inh -1, Cardiac RTF inh -3, DAGLB inhibitor 1, CAL PDZ FP-2 0 and Arr AP2 block 4.
For CCC/C(=N/NC(=O)c1nnn(-c2nonc2N)c1CN1CCCCC1)c1ccccc1 the results were LANA DNA inh -3.4, CAL PDZ FP-1 -0.4, V-ATPase pH 0, Keap1-Nrf2 PPI -6, Cardiac RTF inh -8, DAGLB inhibitor -1, CAL PDZ FP-2 6 and Arr AP2 block 5.
`Cc1ccc(OCC(=O)N(Cc2ccccc2)C2CCS(=O)(=O)C2)c([N+](=O)[O-])n1` (configuration not stated) gave LANA DNA inh -0.6, CAL PDZ FP-1 -0.8, Pemphigus Ab inh 99, V-ATPase pH -1, Keap1-Nrf2 PPI 5, NSD2 HMT inh -1, Cardiac RTF inh 7, DAGLB inhibitor -1, CAL PDZ FP-2 1 and Arr AP2 block -6.
`CCc1ccc(NC(=O)c2cc(-c3ccco3)on2)cc1` gave LANA DNA inh -0.4, CAL PDZ FP-1 0.4, Pemphigus Ab inh 100, V-ATPase pH -3, Keap1-Nrf2 PPI 3, NSD2 HMT inh -4, Cardiac RTF inh -6, DAGLB inhibitor -6, CAL PDZ FP-2 -8 and Arr AP2 block 15.
Screening COCCn1c(C)cc(C2=NNC(=Nc3ccc(F)cc3)SC2)c1C returned LANA DNA inh -0.9, CAL PDZ FP-1 -2.7, Pemphigus Ab inh 77*, V-ATPase pH -6, Keap1-Nrf2 PPI -4, NSD2 HMT inh 0, Cardiac RTF inh -8, DAGLB inhibitor 9 and Arr AP2 block 13.
Screening Cc1c(-n2c(=O)n(Cc3ccccc3)c(=O)c3[nH]cnc32)cccc1S(C)=O (configuration not stated) returned LANA DNA inh 0.7, CAL PDZ FP-1 -0.4, Pemphigus Ab inh 108, V-ATPase pH -3, Keap1-Nrf2 PPI -4, NSD2 HMT inh -1, Cardiac RTF inh -5, DAGLB inhibitor 0, CAL PDZ FP-2 -5 and Arr AP2 block 6.
Cc1ccc(CN2C(=O)C(C)Nc3ncnc(N4CCOCC4)c32)cc1 (configuration not stated) was read as LANA DNA inh -1.5, CAL PDZ FP-1 0.4, Pemphigus Ab inh 97, V-ATPase pH 3, Keap1-Nrf2 PPI -9, Cardiac RTF inh 0, DAGLB inhibitor -1, CAL PDZ FP-2 0 and Arr AP2 block 17.
`COc1ccc2c(C)c(C(=O)N3CCN(Cc4ccccc4)CC3)oc2c1` gave LANA DNA inh 0.2, CAL PDZ FP-1 -0.4, Pemphigus Ab inh 108, V-ATPase pH 2, Keap1-Nrf2 PPI -3, NSD2 HMT inh 31, Cardiac RTF inh -3, DAGLB inhibitor -8, CAL PDZ FP-2 -1 and Arr AP2 block 10.
For O=C(O)c1nc(-c2ccccc2)n(-c2ccc(Cl)cc2)n1 the results were LANA DNA inh 1.1, CAL PDZ FP-1 -1.4, Pemphigus Ab inh 93, V-ATPase pH 1, Keap1-Nrf2 PPI 5, NSD2 HMT inh 49, Cardiac RTF inh -4, DAGLB inhibitor -5, CAL PDZ FP-2 7 and Arr AP2 block -3.
COc1ccc(C(=O)NN(C)c2nc(-c3ccccc3)nnc2C(F)(F)F)cc1 was read as LANA DNA inh -0.9, CAL PDZ FP-1 -0.4, Pemphigus Ab inh 107, V-ATPase pH -3, Keap1-Nrf2 PPI 3, NSD2 HMT inh 13, Cardiac RTF inh 2, DAGLB inhibitor -6, CAL PDZ FP-2 -9 and Arr AP2 block 20.
For COc1cccc(C2C(C(=O)c3cc4ccccc4o3)=C(O)C(=O)N2CCN(C)C)c1OC (configuration not stated) the results were LANA DNA inh -2.1, Pemphigus Ab inh 117, V-ATPase pH 13*, Keap1-Nrf2 PPI -4, NSD2 HMT inh 1, Cardiac RTF inh -3, DAGLB inhibitor -1, CAL PDZ FP-2 33* and Arr AP2 block 10.
`Cc1ccc2cc(S(=O)(=O)NCCCC(=O)O)ccc2c1` gave LANA DNA inh -1.1, CAL PDZ FP-1 -1.6, Pemphigus Ab inh 110, V-ATPase pH 1, Keap1-Nrf2 PPI -1, NSD2 HMT inh -2, Cardiac RTF inh 0, DAGLB inhibitor 1, CAL PDZ FP-2 -4 and Arr AP2 block 4.
COc1ccc(OC)c(NS(=O)(=O)c2c(C)nc3sccn3c2=O)c1 was read as LANA DNA inh 0.6, CAL PDZ FP-1 0.6, Pemphigus Ab inh 98, V-ATPase pH -3, Keap1-Nrf2 PPI 3, Cardiac RTF inh -4, DAGLB inhibitor -1 and Arr AP2 block 1.
`O=C(Nc1ccc2c(c1)OCCO2)c1coc2ccccc2c1=O` gave LANA DNA inh 0.1, CAL PDZ FP-1 -4.4, Pemphigus Ab inh 107, V-ATPase pH -2, Keap1-Nrf2 PPI -4, NSD2 HMT inh -1, Cardiac RTF inh -21, DAGLB inhibitor -8 and Arr AP2 block 89*.
Screening O=C(c1cc2cc(F)ccc2[nH]1)N1CCc2ccccc21 returned LANA DNA inh 2.3, CAL PDZ FP-1 -0.9, Pemphigus Ab inh 85, V-ATPase pH -1, Keap1-Nrf2 PPI -2, NSD2 HMT inh -2, Cardiac RTF inh -2, DAGLB inhibitor -1, CAL PDZ FP-2 -3 and Arr AP2 block -13.

Ordered by heavy-atom count (ascending): 3 of the compounds above
`O=C(Nc1ccc2c(c1)OCCO2)c1coc2ccccc2c1=O` gave LANA DNA inh 0.1, CAL PDZ FP-1 -4.4, Pemphigus Ab inh 107, V-ATPase pH -2, Keap1-Nrf2 PPI -4, NSD2 HMT inh -1, Cardiac RTF inh -21, DAGLB inhibitor -8 and Arr AP2 block 89*.
Screening Cc1c(-n2c(=O)n(Cc3ccccc3)c(=O)c3[nH]cnc32)cccc1S(C)=O (configuration not stated) returned LANA DNA inh 0.7, CAL PDZ FP-1 -0.4, Pemphigus Ab inh 108, V-ATPase pH -3, Keap1-Nrf2 PPI -4, NSD2 HMT inh -1, Cardiac RTF inh -5, DAGLB inhibitor 0, CAL PDZ FP-2 -5 and Arr AP2 block 6.
For COc1cccc(C2C(C(=O)c3cc4ccccc4o3)=C(O)C(=O)N2CCN(C)C)c1OC (configuration not stated) the results were LANA DNA inh -2.1, Pemphigus Ab inh 117, V-ATPase pH 13*, Keap1-Nrf2 PPI -4, NSD2 HMT inh 1, Cardiac RTF inh -3, DAGLB inhibitor -1, CAL PDZ FP-2 33* and Arr AP2 block 10.

(cont.)
O=C(CSc1nnc(-c2ccccc2Cl)o1)N1CCCCC1 was read as LANA DNA inh 6.0, CAL PDZ FP-1 -0.2, Pemphigus Ab inh 109, V-ATPase pH -1, Keap1-Nrf2 PPI 1, Cardiac RTF inh 3, DAGLB inhibitor 0, CAL PDZ FP-2 -5 and Arr AP2 block 0.
CCNC(=O)C(=O)NCC1CCCN1S(=O)(=O)c1cccs1 (configuration not stated) was read as LANA DNA inh -0.5, CAL PDZ FP-1 -2.1, Pemphigus Ab inh 102, V-ATPase pH 1, Keap1-Nrf2 PPI -3, NSD2 HMT inh 12, Cardiac RTF inh -6, DAGLB inhibitor 1, CAL PDZ FP-2 -3 and Arr AP2 block -4.
Cc1ccc(C)c(S(=O)(=O)N2CCCCC2CCNC(=O)C(=O)NCc2ccccn2)c1 (configuration not stated) was read as LANA DNA inh -0.5, CAL PDZ FP-1 -1.6, Pemphigus Ab inh 97, V-ATPase pH 3, Keap1-Nrf2 PPI 1, NSD2 HMT inh 1, Cardiac RTF inh -1, DAGLB inhibitor -1, CAL PDZ FP-2 -1 and Arr AP2 block 6.
For Cc1cc(C(=O)Cn2nc(C(=O)O)c3ccccc3c2=O)c(C)n1-c1cccc(C(F)(F)F)c1 the results were LANA DNA inh 1.5, CAL PDZ FP-1 -1.9, Pemphigus Ab inh 103, V-ATPase pH 4, Keap1-Nrf2 PPI -3, NSD2 HMT inh 0, Cardiac RTF inh -4, DAGLB inhibitor -2, CAL PDZ FP-2 -1 and Arr AP2 block 33.
Screening COc1cc(O)c(C=NN2C(=O)CSC2=S)c(OC)c1 returned Pemphigus Ab inh 103, V-ATPase pH 0, NSD2 HMT inh -6 and DAGLB inhibitor 6.
`CCOC(=O)CCCNS(=O)(=O)c1c(C)ccc2nsnc12` gave LANA DNA inh -0.3, CAL PDZ FP-1 -1.7, V-ATPase pH 2, Keap1-Nrf2 PPI -4, NSD2 HMT inh -2, Cardiac RTF inh -3, DAGLB inhibitor 1, CAL PDZ FP-2 -6 and Arr AP2 block 10.
CCOC(=O)N1CCN(S(=O)(=O)c2ccc3c(c2)CCN3C(=O)CC)CC1 was read as LANA DNA inh 1.9, CAL PDZ FP-1 0.4, Pemphigus Ab inh 93, V-ATPase pH 2, Keap1-Nrf2 PPI -5, NSD2 HMT inh -5, Cardiac RTF inh -2, DAGLB inhibitor 3 and Arr AP2 block 11.
`CC(Oc1cccc(Cl)c1)C(=O)NCc1ccc(S(N)(=O)=O)cc1` (configuration not stated) gave LANA DNA inh 0.3, CAL PDZ FP-1 0.1, Pemphigus Ab inh 102, V-ATPase pH -2, Keap1-Nrf2 PPI 2, NSD2 HMT inh -3, Cardiac RTF inh 0, DAGLB inhibitor 0 and Arr AP2 block 1.

By substructure, the entries above containing a CF3 group (2)
COc1ccc(C(=O)NN(C)c2nc(-c3ccccc3)nnc2C(F)(F)F)cc1 was read as LANA DNA inh -0.9, CAL PDZ FP-1 -0.4, Pemphigus Ab inh 107, V-ATPase pH -3, Keap1-Nrf2 PPI 3, NSD2 HMT inh 13, Cardiac RTF inh 2, DAGLB inhibitor -6, CAL PDZ FP-2 -9 and Arr AP2 block 20.
For Cc1cc(C(=O)Cn2nc(C(=O)O)c3ccccc3c2=O)c(C)n1-c1cccc(C(F)(F)F)c1 the results were LANA DNA inh 1.5, CAL PDZ FP-1 -1.9, Pemphigus Ab inh 103, V-ATPase pH 4, Keap1-Nrf2 PPI -3, NSD2 HMT inh 0, Cardiac RTF inh -4, DAGLB inhibitor -2, CAL PDZ FP-2 -1 and Arr AP2 block 33.
